FID counter: fluorescent intercalator displacement, NS3 helicase counter-screen. DNA fluorescent intercalator displacement, fluorescence. inhibition, % at 7.9 µM. 290,000 tested, 0.17% active; in the data active = inhibition above about 37%;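 note: 0% = vehicle and 100% = reference compound; higher means more ethidium bromide displaced from hairpin DNA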
VIM-2 inh: inhibitors of Pseudomonas aeruginosa VIM-2 metallo-beta-lactamase | purified VIM-2, nitrocefin hydrolysis, epi-absorbance fluorescence | inhibition, % at 5.6 µM | 290,000 tested, 0.89% active;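 active = inhibition above the mean of all tested compounds plus 3 SD, cutoff set per screening run, cut at about 7.5% in these data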;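 note: red hydrolysis product quenches plate fluorescence so inhibitors raise well fluorescence; 0% = enzyme with DMSO and 100% = DMSO without enzyme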
HCV NS3 hel inh: blocks Hepatitis C virus NS3 helicase unwinding. NS3 helicase DNA unwinding, Cy5 molecular beacon fluorescence. inhibition, % at 10.9 µM. 290,000 tested, 0.56% active. AID 1800;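 active = inhibition above the mean of all tested compounds plus 3 SD, set per campaign, cut at about 35% in these data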;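 note: 0% = DMSO wells and 100% = thioflavine S control wells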
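Compound dosing – single dose, 10.9 µM nominal final, DMSO 0.8% final · System – NS3 helicase fragment of HCV · Buffer or medium – MOPS pH 6.5, MgCl2, DTT, Tween20, BSA · Signal – Cy5 beacon fluorescence read at start and 1 h · Also added – annealed dual-labelled DNA beacon duplex, ATP-started · Schedule – 1 h at 25 °C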
GPR7 antagonist: blocks human GPR7 receptor signaling. P48145. GPR7-expressing cells, fluorescence antagonist assay. inhibition, % at 4.4 µM. 290,000 tested, 1.1% active; in the data active = inhibition above about 16%, passing the limit was not always enough;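 note: cells stimulated with the agonist NPW; 0% = agonist with vehicle and 100% = vehicle without agonist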
IMP-1 inh: blocks Pseudomonas aeruginosa IMP-1 metallo-beta-lactamase | 290,000 tested, 0.45% active | inhibition, % at 5.6 µM | purified IMP-1, nitrocefin hydrolysis, epi-absorbance fluorescence | AID 1556;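 active = inhibition above the mean plus 3 SD of all compounds in the same screening run, cut at about 4.5% in these data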;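 note: 0% = IMP-1 with DMSO and 100% = DMSO wells lacking enzyme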
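Assay system: purified recombinant IMP-1 beta-lactamase. Input: IMP-1 0.2 nM before substrate addition. Buffer or medium: Zinc- and detergent-supplemented HEPES buffer, pH 7.1. Schedule: 25 °C, 15 min preincubation, 25 min reaction. Signal: Epi-absorbance fluorescence, 480 nm excitation, 530 nm emission. Evaluation: percent inhibition from optical density relative to buffer-blank wells.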
GalR3 antag: antagonists of human GalR3; O60755; HEK293 GalR3-CNG cAMP membrane potential fluorescence; galR3 body fused to GalR1 C-terminus; inhibition, % at 3 µM; 360,000 tested, 0.44% active;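 active = inhibition above the screen-wide average plus 3 SD, cut at about 13% in these data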;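 note: forskolin and galanin both at EC90 stimulate the cells; cAMP rise reported by CNG channel membrane potential dye signal; 0% = forskolin plus galanin with DMSO and 100% = forskolin alone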
Target sequence (O60755 1-299 limits assumed): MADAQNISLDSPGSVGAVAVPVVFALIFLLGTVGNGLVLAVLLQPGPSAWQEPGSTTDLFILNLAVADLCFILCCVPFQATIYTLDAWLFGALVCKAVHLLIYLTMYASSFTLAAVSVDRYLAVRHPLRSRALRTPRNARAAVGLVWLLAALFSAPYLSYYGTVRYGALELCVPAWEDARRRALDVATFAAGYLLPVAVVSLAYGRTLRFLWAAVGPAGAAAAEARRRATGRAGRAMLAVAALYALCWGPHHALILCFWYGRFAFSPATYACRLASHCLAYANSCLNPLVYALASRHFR
OXTR agonist: agonists of human oxytocin receptor; P30559; CHO-OTR cells, Fluo-8 calcium fluorescence; normalized: DMSO 0%, oxytocin 100%; activation, % at 3 µM; 320,000 tested, 0.32% active;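 active = activation above the mean of all tested compounds plus 3 SD, cutoff set per screening run, cut at about 20% in these data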;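 note: peak over basal fluorescence ratio from a 100 s FLIPR kinetic read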
Target sequence (P30559 whole entry, looked up): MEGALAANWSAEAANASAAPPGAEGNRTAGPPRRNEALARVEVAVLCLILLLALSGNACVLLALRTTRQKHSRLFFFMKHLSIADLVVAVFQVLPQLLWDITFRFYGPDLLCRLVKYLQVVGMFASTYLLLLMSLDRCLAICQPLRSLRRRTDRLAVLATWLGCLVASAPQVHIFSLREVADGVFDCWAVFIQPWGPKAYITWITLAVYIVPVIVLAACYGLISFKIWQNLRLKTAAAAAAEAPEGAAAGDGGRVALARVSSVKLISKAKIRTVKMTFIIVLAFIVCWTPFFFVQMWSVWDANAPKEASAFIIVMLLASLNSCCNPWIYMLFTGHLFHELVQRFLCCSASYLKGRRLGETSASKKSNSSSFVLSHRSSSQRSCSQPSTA
V1R ag counter: counter-screen for oxytocin receptor agonists: human V1a receptor agonists. CHO-V1R cells, Fluo-8 calcium fluorescence, agonist mode; 0% DMSO, 100% 3 nM vasopressin. activation, % at 3 µM. 320,000 tested, 0.25% active;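 active = activation above the mean activation of all tested compounds plus 3 SD, per screening run, cut at about 20% in these data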;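 note: signal is peak over basal fluorescence ratio across a 100 second FLIPR read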
Target sequence (P37288 whole entry, looked up): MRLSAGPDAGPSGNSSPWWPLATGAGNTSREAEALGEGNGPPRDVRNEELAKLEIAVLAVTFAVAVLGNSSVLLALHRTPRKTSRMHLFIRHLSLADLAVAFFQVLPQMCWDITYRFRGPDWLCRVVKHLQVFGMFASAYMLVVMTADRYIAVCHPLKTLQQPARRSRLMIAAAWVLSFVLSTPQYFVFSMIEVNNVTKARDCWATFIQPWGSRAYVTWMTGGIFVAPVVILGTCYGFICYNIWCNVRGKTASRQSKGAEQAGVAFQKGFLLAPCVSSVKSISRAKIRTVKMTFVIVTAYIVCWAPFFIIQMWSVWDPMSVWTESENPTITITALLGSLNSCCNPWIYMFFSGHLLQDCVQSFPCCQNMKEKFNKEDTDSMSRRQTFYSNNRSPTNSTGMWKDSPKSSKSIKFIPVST
PHOSPHO1 block: PHOSPHO1 (human) inhibition. 290,000 tested, 1.1% active. AID 1565. inhibition, % at 13.3 µM. Q8TCT1. recombinant PHOSPHO1, absorbance phosphatase assay; in the data active = inhibition above about 60%
An asterisk follows results filed as active; / = no result given.

SMILES	FID counter	VIM-2 inh	HCV NS3 hel inh	GPR7 antagonist	IMP-1 inh	GalR3 antag	OXTR agonist	V1R ag counter	PHOSPHO1 block
O=C1COc2ccc3ccccc3c2CN1	0.3	-1.9	2.0	-5.6	2.0	-2.2	-0.1	0.3	-2.3
O=C1NC(c2ccccc2)=N/C1=C/c1ccco1	-1.3	0.1	13.7	-5.6	-2.3	-4.7	-0.5	0.3	10.4
COc1ccc(CC(=O)Nc2nc3n(n2)C(c2ccccc2)CC(=O)N3)cc1OC (stereo unspecified)	-10.5	-1.2	10.1	-11.5	-1.3	/	0.1	-0.1	-18.5
CCCn1c(=O)c2c(nc3n2CCN3Cc2ccco2)n(C)c1=O	-11.3	-2.1	-1.5	-5.2	-4.4	-4.0	0.3	0.6	-5.3
COc1cc(NC(=O)CCc2nnc3ccc(N4CCN(c5cccc(OC)c5)CC4)nn23)cc(OC)c1	-24.9	-3.6	2.7	-4.3	-3.1	-7.9	0.7	1.4	43.5
COc1cccc(-c2nnn(CC(=O)N3CCCCC3)n2)c1	-14.6	-1.9	9.5	3.2	-5.2	-6.6	1.9	0.5	14.9
Cc1ccc(/C=N/NC(=O)c2ccncc2)cc1	-5.9	-0.6	13.2	-4.8	-0.2	-6.1	-2.0	0.3	13.5
O=C(N/N=C/c1ccc(Br)s1)c1ccccc1[N+](=O)[O-]	3.1	-2.1	-2.4	1.8	-6.3	-3.7	1.2	3.5	20.3
CC(=O)Nc1ccc(S(=O)(=O)N2CCN(CC(O)COc3ccc4ccccc4c3)CC2)cc1 (stereo unspecified)	-1.7	-2.1	-14.4	3.8	-3.5	-5.4	18.8	11.3	21.7
Cc1ccc2nc(/N=C(\N)NC(=O)N3c4ccccc4Sc4ccccc43)nc(C)c2c1	5.2	-6.7	-3.5	-4.3	-2.6	2.5	-2.4	-0.6	3.0
CS(=O)(=O)N(Cc1ccccc1)c1ccccn1	2.7	-1.7	-2.5	0.9	-2.6	-6.0	-0.2	0.7	23.0
C/C(=N/NC(=O)CNC(=O)c1cccs1)c1ccc(Cl)cc1	-7.0	-1.8	-4.3	1.2	0.5	0.3	0.2	1.7	38.0
CCCCCCCC(=O)N1CCN(c2cc3c(cc2F)c(=O)c(C(=O)O)cn3CC)CC1	-27.3	1.6	-10.4	-16.3	-1.4	-11.8	/	/	39.4
COc1ccc(C(=O)C(C)[n+]2ccc(C)c3ccccc32)cc1[N+](=O)[O-] (stereo unspecified)	11.2	-0.6	-12.7	-8.1	-0.6	-2.1	7.0	7.3	23.5
O=C(CN(Cc1ccc(Br)cc1)S(=O)(=O)c1ccccc1)NCC1CCCO1 (stereo unspecified)	-35.8	-2.1	0.3	-14.2	-1.8	-0.5	-0.6	0.9	23.3
Nc1ccccc1C(=O)N1CCCC1	1.1	-2.9	2.2	-12.8	-1.8	10.9	1.0	0.4	5.4
CN(CCOc1ccccc1)CC(=O)Nc1ccc(Br)cc1F	-11.4	-3.5	-9.4	5.2	-0.8	-5.6	-1.3	-0.7	18.7
Cc1ccc(NC(=O)CSC2=NN3CCCC(=O)N=C3S2)cc1Cl	-12.3	1.1	-6.0	-2.4	-1.7	-9.5	13.0	10.5	23.2
O=C(CN1c2cccc3cccc(c23)S1(=O)=O)Nc1ccccc1F	-12.6	3.0	-3.8	-13.5	-0.7	-2.1	3.0	1.8	26.9
Cc1cc(Cl)c(S(=O)(=O)NCc2ccccc2)cc1OCC(N)=O	-2.8	-3.6	-1.1	-2.8	-1.5	-3.0	0.6	-0.6	10.8
CN=c1sc(C(=O)Nc2ccccc2)c(C)n1C	-0.4	-0.3	13.6	-10.8	-0.6	-5.3	0.2	0.4	-0.9
COc1nc(SC)nc(Cl)c1Cc1ccc(OC(C)C)cc1	-4.5	0.5	-28.4	12.4	0.8	-3.8	-2.1	0.3	3.4
O=C(CN1C(=O)c2ccccc2S1(=O)=O)N1CCc2ccccc21	-1.1	-3.0	0.8	-11.4	-4.4	-0.1	-1.5	-0.3	23.5
Cc1cccc2cc(CN(CCCO)C(=O)Nc3cccc(Cl)c3)c(=O)[nH]c12	-31.1	-2.1	-14.0	-4.2	-2.5	-3.9	-0.1	2.2	-19.7
Cc1ccc2nsnc2c1NC(=O)c1cccc([N+](=O)[O-])c1	-4.3	-1.8	3.2	-7.2	-2.4	/	-0.4	0.1	-2.4
CCc1ccc(OCc2cnc(Cl)s2)cc1	-2.2	-1.0	-0.2	-2.0	-4.0	-5.6	-0.8	-0.3	43.1
O=C(O)C1=C[C@H](c2cccs2)C[C@H](OCCCCO)O1	/	/	/	/	/	-4.2	0.7	0.1	1.8
O=C(N/N=C/c1ccccc1O)/C(=C/c1ccccc1)CCO	-9.2	-3.1	-15.1	-1.0	-4.3	-10.8	1.0	0.2	8.6
O=C(NNc1nc2ccccc2s1)c1ccccc1F	-11.6	0.2	50.9*	-2.2	-0.1	-8.2	0.2	-0.1	56.4
O=S1(=O)N[C@H](c2ccccc2)C[C@H](c2ccc(C(F)(F)F)cc2)O1	-23.1	0.7	9.3	-15.8	-1.9	-1.7	2.6	1.2	9.6
CC(C)NC(=O)CSCc1c(Cl)cccc1Cl	-4.3	-1.7	1.0	-3.2	-2.4	-4.7	-2.0	0.5	-6.7
CC/C=C/C(=O)N1CC2(CC(c3cccc(NC(=O)c4ccccc4)c3)=NO2)C[C@@H]1C(N)=O (stereo partly specified)	-28.1	-3.0	-9.6	-0.2	-2.6	2.6	0.0	1.2	-26.5
CCOc1cc(/C=C2\CN(CC)C/C(=C\c3ccc(O)c(OCC)c3)C2=O)ccc1O	4.6	-4.2	-31.1	-17.7	-3.1	-6.5	1.6	4.9	13.7
C=CCN1N=C(/C=C/c2ccc(OC)cc2)CCC1=O	-13.8	0.6	-3.9	5.7	-0.9	-10.9	0.0	0.8	10.6
COc1ccc(C(=O)N/C(=C\c2cn(C)c3ccccc23)C(=O)NCCCn2ccnc2)cc1	14.0	-9.5	-21.7	4.5	-1.6	-3.0	1.2	0.3	23.5
Cc1ccc(Cc2ccc(C(=O)NNC(N)=S)o2)cc1	-2.8	-1.6	11.1	-9.6	-4.3	-3.2	0.8	1.3	-50.6

For convenience, some entries already given.
SMILES	FID counter	VIM-2 inh	HCV NS3 hel inh	GPR7 antagonist	IMP-1 inh	GalR3 antag	OXTR agonist	V1R ag counter	PHOSPHO1 block
Cc1ccc2nsnc2c1NC(=O)c1cccc([N+](=O)[O-])c1	-4.3	-1.8	3.2	-7.2	-2.4	/	-0.4	0.1	-2.4
CCc1ccc(OCc2cnc(Cl)s2)cc1	-2.2	-1.0	-0.2	-2.0	-4.0	-5.6	-0.8	-0.3	43.1

Continuation.
SMILES	FID counter	VIM-2 inh	HCV NS3 hel inh	GPR7 antagonist	IMP-1 inh	GalR3 antag	OXTR agonist	V1R ag counter	PHOSPHO1 block
CC(=O)c1ccc(OCc2ncc(C(F)(F)F)cc2Cl)cc1	-13.4	-1.9	4.2	-5.4	-2.9	-0.9	-3.5	-0.2	23.1
NS(=O)(=O)c1ccc(NC(=S)NCc2ccco2)cc1	1.2	3.2	-1.2	3.1	0.5	-7.3	0.3	0.6	-31.1
COc1ccc(C(=O)N/C(=C/c2ccco2)C(=O)NCc2ccco2)cc1	-8.7	-3.0	3.2	-0.5	-0.9	6.2	1.0	-0.6	18.4
COc1ccc(NC(=S)N2CCCC2)cc1OC	-2.2	-1.6	5.8	-9.5	-2.3	-1.1	-1.1	0.1	34.2
COc1ccccc1-c1ccc(Nc2cccc(C(C)=O)c2)nn1	-5.1	-5.8	-6.1	-9.7	-1.3	-7.2	-1.5	-0.5	3.5
Cc1onc(-c2ccccc2Cl)c1C(=O)Nc1ccc(-n2nncc2-c2ccco2)cc1	-23.3	0.6	-5.7	-4.9	-1.0	/	-0.1	0.0	14.7
COc1ccccc1CN1CC(C(=O)N(C)Cc2[nH]c3ccccc3c2C)CCC1=O (stereo unspecified)	-34.4	-1.1	2.8	-2.4	-0.9	-3.7	0.4	1.4	23.3
CN1C(=O)CC(N2CCN(c3ncccn3)CC2)C1=O (stereo unspecified)	0.5	-0.9	0.3	-4.0	-3.1	-2.2	0.3	0.0	-30.5
COc1cc(OC)cc(-c2nc(N)n[nH]2)c1	-3.0	-4.0	-8.7	1.5	-2.7	-2.5	1.4	-0.2	-28.3
CCC(OC(=O)c1cccs1)C(=O)NC1CCCCC1 (stereo unspecified)	-0.4	-3.1	-3.3	-6.5	-1.4	2.4	-0.4	-0.8	-4.9
CC1CCN(CC(=O)N2CCc3ccccc32)CC1	-3.4	-2.0	1.0	-7.7	-1.0	-7.5	-0.1	0.4	27.9
N#CCOc1ccccc1/C=C/c1nc2ccccc2c(=O)[nH]1	-15.2	0.7	-3.3	-10.2	-1.2	-8.4	1.3	1.0	35.1
O=C(CC(c1ccccc1)c1cc(Cl)ccc1O)N1CCCC1 (stereo unspecified)	-37.4	-1.1	1.7	-10.8	-0.9	-5.9	-0.6	-1.2	18.8
CN1C(C(=O)NCC2CC2)CC2Cn3c(nc4cc5ccccc5cc43)C21 (stereo unspecified)	/	/	/	/	/	-2.5	1.4	0.8	43.6
O=C(COc1cccc2ccccc12)Nc1ccc(Cl)cc1C(=O)O	-14.8	-1.3	8.9	-3.2	-1.7	-2.9	-0.1	5.5	27.6
COc1ccccc1C1C2=C(CC(C)(C)CC2=O)N(CC(=O)O)C2=C1C(=O)CC(C)(C)C2	-20.4	0.1	4.9	-3.3	-0.1	-12.3	-1.4	-0.6	2.8
CC(C)CC(=O)Nc1nnc(S(=O)(=O)N2CCc3ccccc32)s1	-13.6	-2.0	13.1	-5.1	-3.5	3.5	0.9	0.0	30.6
CCOC(=O)c1cnc(-n2nc(C)cc2C)nc1NC1CCCCC1	-21.7	14.3*	-5.1	27.9*	-4.6	33.9*	9.5	7.8	-10.5
C=CCNC(=O)Cc1c(OC)ccc2cc(Br)ccc12	-5.9	-3.4	-24.9	-12.2	-2.0	-6.2	-2.9	-1.9	39.4
O=C(N/N=C/c1ccc(O)cc1)c1csc2ccccc12	-3.3	-1.0	-6.1	14.5	-0.1	1.4	-1.2	0.7	25.8
C=CCc1cccc(/C=N/NC(=O)c2ccccc2Br)c1O	0.0	-1.8	-6.3	0.8	-2.5	-3.8	-2.2	-0.3	-24.8
CCS(=O)(=O)c1nc(S(=O)(=O)c2ccc(C)cc2)c(N2CCOCC2)s1	-20.0	-0.3	4.7	-3.5	0.2	2.7	0.3	1.8	26.1
COc1ccccc1NC(=O)c1sc(NC(=O)c2ccco2)c(C#N)c1C	3.7	1.6	13.6	-6.2	-0.8	-4.8	3.4	0.9	10.7
Cc1cc(NC(=O)Cn2nc(C(F)(F)F)c3c2CCC3)no1	-2.6	-1.0	8.5	-16.9	-3.3	5.6	-1.0	0.1	-82.9
O=C(CCCNC(=O)c1ccc(Cl)cc1)NCc1ccc(F)cc1	-15.8	-3.9	4.1	3.5	-4.2	-9.4	-1.3	-0.2	3.0
O=C(/C=C\Nc1cccc(F)c1)c1cccs1	-3.3	1.3	-3.4	-1.4	-1.2	-0.2	-1.7	-0.3	32.6

Bioassay records: PubChem BioAssay, several laboratories
